# FXN GAA850 act: frataxin GAA850 promoter activation; HEK293 lucGAA850 FXN promoter luciferase reporter, 24 h; percent of 10 µM SAHA response; activation, % at 6 µM; actives 0.56% (n = 360,000); AID 540364;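 active = activation above the average of all compounds screened plus 3 SD, cutoff fixed separately per campaign, cut at about 7.5% in these data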;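 also: 0% = DMSO wells and 100% = 10 µM SAHA wells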
# ADAM10 inh: inhibits human ADAM10. recombinant ADAM10, EDANS/DABCYL FRET peptide cleavage, 3 h. inhibition, % at 7 µM. actives 0.62% (n = 370,000);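 active = inhibition above a per-campaign cutoff equal to the mean of compounds falling between control-based bounds plus 3 SD, cut at about 20% in these data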;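 also: 0% = DMSO wells while the 100% control is not disclosed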
# PLCg1 inh: blocks human PLC-gamma1 enzyme activity; P19174; purified PLC-gamma1, fluorogenic substrate, fluorescence; inhibition, % at 12.2 µM; actives 0.84% (n = 370,000); AID 720700; in the data active = inhibition above about 9.5%
# Target sequence (P19174 whole entry, looked up): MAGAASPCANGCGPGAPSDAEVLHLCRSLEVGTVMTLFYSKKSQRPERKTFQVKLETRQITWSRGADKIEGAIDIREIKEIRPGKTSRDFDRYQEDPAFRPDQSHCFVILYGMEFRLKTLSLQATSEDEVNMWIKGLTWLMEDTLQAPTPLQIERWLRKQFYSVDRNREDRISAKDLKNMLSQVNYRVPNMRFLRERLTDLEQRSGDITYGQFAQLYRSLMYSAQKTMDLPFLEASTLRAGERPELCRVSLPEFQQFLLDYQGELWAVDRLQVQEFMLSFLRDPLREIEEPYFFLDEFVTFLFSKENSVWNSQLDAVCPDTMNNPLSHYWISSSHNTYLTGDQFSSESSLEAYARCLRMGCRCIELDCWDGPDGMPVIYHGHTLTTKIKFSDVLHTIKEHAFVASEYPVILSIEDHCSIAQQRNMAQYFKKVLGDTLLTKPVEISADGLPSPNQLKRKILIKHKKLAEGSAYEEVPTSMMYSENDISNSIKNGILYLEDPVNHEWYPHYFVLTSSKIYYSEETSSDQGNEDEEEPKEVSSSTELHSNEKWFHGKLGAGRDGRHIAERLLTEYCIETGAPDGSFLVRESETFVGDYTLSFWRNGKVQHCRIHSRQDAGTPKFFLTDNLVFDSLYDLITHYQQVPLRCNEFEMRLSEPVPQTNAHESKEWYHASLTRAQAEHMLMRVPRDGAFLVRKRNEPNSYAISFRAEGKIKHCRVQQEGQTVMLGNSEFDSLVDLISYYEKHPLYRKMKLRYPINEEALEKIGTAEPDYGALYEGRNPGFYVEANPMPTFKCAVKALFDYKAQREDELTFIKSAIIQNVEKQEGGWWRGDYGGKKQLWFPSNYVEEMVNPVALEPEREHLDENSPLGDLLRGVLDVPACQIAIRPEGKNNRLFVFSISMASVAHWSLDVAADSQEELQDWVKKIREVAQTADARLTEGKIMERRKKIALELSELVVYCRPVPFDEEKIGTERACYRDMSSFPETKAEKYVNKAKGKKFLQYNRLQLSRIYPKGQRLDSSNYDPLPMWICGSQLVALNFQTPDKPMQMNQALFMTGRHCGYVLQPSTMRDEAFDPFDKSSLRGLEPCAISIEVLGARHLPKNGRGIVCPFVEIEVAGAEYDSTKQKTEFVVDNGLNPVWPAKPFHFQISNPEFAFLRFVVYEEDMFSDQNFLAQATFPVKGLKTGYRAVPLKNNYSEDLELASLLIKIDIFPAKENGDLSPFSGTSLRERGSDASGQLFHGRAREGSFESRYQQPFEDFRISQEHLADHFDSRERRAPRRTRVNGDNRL
# ssDAF-12 act: activates DAF-12 receptor from parasite S. stercoralis; activation, % at 6.8 µM; HEK293 ssDAF-12/GRIP1 lit1-tk-luc reporter, luminescence; % of 3 µM dafachronic acid response; actives 1% (n = 370,000); AID 652126;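 active = activation above the mean over all tested compounds plus 3 SD, cut at about 0.9% in these data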;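 also: 0% = DMSO-only wells and 100% = 3 µM delta7-dafachronic acid wells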
# hgDAF12 agonist: agonists of H. glycines DAF-12 nuclear receptor; HEK293 GAL4-hgDAF12 UAS-luciferase reporter, agonist luminescence; normalized to butyrate control; activation, % at 6.8 µM; actives 1.8% (n = 370,000);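 active = activation above a cutoff set at the mean of all screened compounds plus 3 SD, cut at about 10% in these data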;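 also: 0% = DMSO wells and 100% = sodium butyrate wells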
# PLCb3 inh: blocks human PLC-beta3 enzyme activity. Q01970. Purified PLC-beta3, fluorogenic substrate, fluorescence. inhibition, % at 12.2 µM. actives 0.18% (n = 370,000). AID 720704; in the data active = inhibition above about 11%;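 also: 0% = median of compound wells on plate and 100% = full blocker control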
# DAX1 inh-1: inhibits human nuclear receptor DAX1; P51843; actives 0.99% (n = 340,000); HEK293 Gal4-DAX1 luciferase reporter, luminescence; AID 504766; inhibition, % at 6.75 µM;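 active = inhibition above the mean over all tested compounds plus 3 SD, cut at about 4.2% in these data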;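 also: 0% = DAX1-transfected cells with DMSO and 100% = empty-vector control cells with DMSO; inhibition shows as a rise in luminescence from relieved DAX1 repression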
# HGIII-sPLA2 inh: Blocks human group III sPLA2 activity. Q9NZ20. QFRET BODIPY PC-A2 liposome hydrolysis, fluorescence. inhibition, % at 12.2 µM. actives 0.56% (n = 370,000);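 active = inhibition above mean plus 3 SD of compounds lying within the high and low control bounds, cut at about 19% in these data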;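 also: 0% = median of test compound wells and 100% = no enzyme DMSO wells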
# ADAM17 inh: inhibits human ADAM17 | recombinant ADAM17, EDANS/DABCYL FRET peptide cleavage | inhibition, % at 6.95 µM | P78536 | actives 0.83% (n = 370,000);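 active = inhibition above the mean of compounds lying between control limits plus 3 SD, set per campaign, cut at about 8.5% in these data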;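 also: 0% = DMSO-only wells as the low control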
# DAX1 inh-2: DAX1 (NR0B1) inhibition, primary screen; HEK293T StAR-luciferase reporter, SF-1/DAX-1 repression relief; inhibition, % at 6.8 µM; actives 1.1% (n = 370,000); AID 652010;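 active = inhibition above the mean over all tested compounds plus 3 SD, cut at about 3.6% in these data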;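 also: 0% = DAX-1 cells with DMSO and 100% = cells lacking DAX-1 with DMSO; higher inhibition means more luminescence from relief of DAX-1 repression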
# hcDAF-12 act: activates DAF-12 receptor from parasite H. contortus; HEK293 hcDAF-12 lit1-tk-luc reporter, luminescence; 0% DMSO, 100% Δ7-dafachronic acid; activation, % at 6.8 µM; actives 1.4% (n = 370,000); AID 652067;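 active = activation above the mean of all tested compounds plus 3 SD, cut at about 5.5% in these data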;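 also: 100% = response to 3 µM Δ7-dafachronic acid high control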
# Starred values were filed as active, the others as inactive; i = inactive; · = not tested or not shown.
SMILES	PLCg1 inh	HGIII-sPLA2 inh	hcDAF-12 act	DAX1 inh-2	FXN GAA850 act	hgDAF12 agonist	ADAM17 inh	PLCb3 inh	ssDAF-12 act	ADAM10 inh	DAX1 inh-1
NC(=O)CN1C(=O)C(O)(CC(=O)c2ccccc2O)c2ccccc21 (configuration not stated)	-1.9	2.2	-0.6	1.4	0.0	3.1	-2.2	0.8	-1.0	-16.2	1.6
CCN(CC)C(=O)C1=C(C)N(Cc2ccccc2)C(=O)C(CC(=O)NC(c2ccccc2)c2ccccc2)C1 (configuration not stated)	0.7	-6.3	-0.4	0.4	-4.0	0.6	4.2	2.1	-1.5	5.4	-0.1
O=C(NCCc1ccccn1)c1cc2ccccc2o1	-2.3	-1.6	1.6	0.6	6.5	5.8	-2.5	-4.3	-0.6	2.0	0.9
CCCC1O[C@@H]2CC3C4CCC5=CC(=O)C=C[C@]5(C)C4C(OC(C)=O)C[C@]3(C)[C@]2(C(=O)COC(C)=O)O1 (some centres not stated)	0.9	-10.1	-0.8	0.0	-1.2	-4.3	-2.7	-4.9	-0.8	-1.5	1.2
COCCNC(=O)CSc1ccccc1C(=O)O	-1.9	2.5	-1.5	0.3	1.6	0.6	-2.5	0.1	-0.6	-2.2	2.7
Cc1ccc(S(=O)(=O)N2CCN(CC3CC4C=CC3C4)CC2)cc1 (configuration not stated)	2.8	-4.3	-2.1	-0.3	-1.1	1.4	1.0	1.2	-0.8	-3.0	0.1
COc1ccc(NC(=O)CSc2ccc([N+](=O)[O-])cc2)cc1S(=O)(=O)N1CCOCC1	2.9	-0.9	-1.7	-2.9	-1.3	-2.2	1.4	-0.1	-1.5	-8.1	-1.0
COc1cc(CNCCN(C)C)c(Br)cc1OC1CCCC1	0.8	1.4	-0.9	-0.3	-2.7	5.3	-5.3	-7.0	-0.5	-0.1	-0.6
CC(C)(C)c1cc(C(=O)N/N=C/c2ccc(F)cc2)n(-c2ccccc2)n1	5.4	10.1	0.6	-0.2	1.4	-2.6	-3.4	-0.5	-1.8	-10.9	-1.1
COCCCN1C(=O)[C@H](CC(=O)NCCCN2CCCC2=O)[C@]2(C(=O)OC)CCCCC=C12	3.6	5.1	1.3	0.3	·	-0.3	3.2	5.9	-1.1	3.6	·
Cc1cc(NC(=O)c2ccc(S(=O)(=O)N3CCc4ccccc43)cc2)no1	-1.1	-11.4	-1.4	-0.9	0.0	1.0	1.9	-0.9	-0.6	3.1	-0.2
CC(C)C(C(=O)NC(C)(C)C)N(CCN1CCOCC1)C(=O)CNS(=O)(=O)c1ccccc1 (configuration not stated)	5.0	0.4	-0.8	0.0	1.6	2.2	0.1	-1.7	-1.3	2.8	1.0
COc1ccc(C2C(C#N)=C(N)N(N(C)C)C3=C2C(=O)CC(C)(C)C3)cc1OC (configuration not stated)	-6.1	6.3	-1.2	0.2	-0.9	-1.9	-4.3	-10.9	-0.8	4.7	1.3
COc1ccc(NC(=O)COC(=O)c2c3c(nc4ccccc24)CCCC3)cc1Cl	7.0	-35.0	-4.7	-2.9	4.3	-4.2	11.9*	2.8	-2.2	23.5*	-2.5
CCn1ncc(Br)c1C(=O)Nc1cccc(F)c1	-3.1	3.5	-1.5	-1.2	1.3	2.6	-5.4	-5.0	-2.3	-9.6	-1.3
COc1ccccc1C(C)NC(=O)c1ccccc1SCC(=O)N1CCCC1 (configuration not stated)	2.9	7.4	-0.8	0.6	1.1	-1.2	-1.8	-4.9	-0.5	-11.0	-1.1
COc1ccc(/C=C/C(=O)C2C(=O)C=C(C)OC2=O)cc1O (configuration not stated)	-70.3	-35.1	12.9*	0.3	-0.2	5.6	-4.8	-73.1	1.6*	-14.1	0.9
O=C(NCC1CCCO1)c1ccc(COc2ccccc2)cc1 (configuration not stated)	-0.5	-4.6	-0.2	1.6	1.5	3.3	-1.8	-5.0	-0.2	-7.7	-0.2
Cc1cc(=O)[nH]c(CN2CCC(c3ccccc3)CC2)n1	4.0	0.7	-0.7	-0.2	0.8	-0.8	2.8	6.8	-1.3	-0.8	·
COC1=C(Nc2ccc(OC)cc2)C(=O)c2ccccc2C1=O	4.9	15.5	0.6	0.0	2.8	-0.6	-12.7	1.2	0.3	-19.2	0.7
CC1(C)Oc2ccc3ccc(=O)oc3c2C(N2CCCCC2)C1O (configuration not stated)	-42.6	0.9	-0.3	-0.5	-1.1	0.4	-37.4	-56.5	-2.1	-190.9	-1.6
CCOC(=O)C(O)(NC(=O)c1cccnc1)C(F)(F)F (configuration not stated)	1.4	4.6	-0.6	1.0	-1.7	1.5	-3.7	3.8	-1.3	-0.5	2.1
Cc1ccc(C(=O)OC(C)C(=O)NC2CCCCC2C)cc1S(=O)(=O)N1CCOCC1 (configuration not stated)	4.8	-6.5	-2.5	-0.2	0.3	-1.7	0.5	-0.2	-1.1	5.7	0.5
CCC(C)(C)NC(=O)c1ccc2c(c1)N(CC(=O)OC)C(=O)C(C)(C)O2	2.1	0.9	-1.0	-0.3	-4.3	-0.2	1.9	5.7	-1.4	13.7	-0.3
CC(=O)N/C(=N/c1nc(C)cc(C)n1)Nc1ccc(C)cc1Cl	2.7	-1.2	-0.9	0.1	-2.0	0.8	-3.1	-2.8	-0.6	1.9	1.0
CN1CCCCCC1=Nc1ccccc1C#N	1.8	-0.8	-1.0	0.0	-1.2	-3.0	-4.1	2.8	-1.1	-3.3	-0.3
O=C(c1ccco1)N1CCN(S(=O)(=O)c2ccc([N+](=O)[O-])cc2)CC1	0.0	2.5	0.3	-0.3	-1.8	-1.4	-2.0	3.5	-0.9	6.9	1.8
CCC(C(=O)Nc1ncc(C)s1)c1ccccc1 (configuration not stated)	0.3	-3.9	-0.4	0.4	-0.6	-1.6	-1.5	2.5	-1.7	2.3	0.4
Cc1ccc(Nc2c(-c3ccc(N4CCOCC4)cc3)nc3ncccn23)c(C)c1	-461.2	11.5	-0.4	1.0	-0.3	-0.2	2.7	i	-0.6	-16.3	0.5
Cc1nnc(SCC(=O)Nc2sc3c(c2C(=O)c2ccccc2)CCCC3)s1	-1.0	-36.1	0.9	-0.8	0.8	0.3	-42.4	-14.6	-0.7	-128.1	0.2
O=[N+]([O-])c1cc(Br)c(O)c(C=Nc2ccc(N3CCOCC3)cc2)c1	-1.3	-2.5	-2.7	-0.1	0.9	1.4	-0.4	-6.3	-1.2	0.6	-0.5
CCNC(=O)C1CCCN(C(=O)c2ccc3c(c2)CCO3)CC1 (configuration not stated)	4.4	2.4	-1.3	1.3	1.7	1.2	1.7	4.7	-1.6	1.2	·
Cc1cccc(C(=O)NCc2nnc(SCC(=O)NC(C)c3ccccc3)n2C)c1 (configuration not stated)	-0.4	6.3	-2.6	-0.3	1.7	1.9	0.1	0.2	-1.0	-0.4	-1.9
COc1ccccc1OCC(=O)Nc1nnc(-c2ccco2)s1	-10.9	-9.9	-2.4	-0.4	2.6	-2.7	3.5	-22.0	-1.5	2.7	0.2
O=[N+]([O-])c1ccc(N2CCCC2)cc1NC(c1ccccc1)c1ccccc1	-2.9	8.3	-1.9	0.1	-0.6	0.6	-2.0	4.1	-1.1	-4.4	0.5
O=C(NC1(C(F)(F)F)Oc2ccccc2O1)N1CCCC1	-1.3	3.2	0.2	0.5	5.2	-0.7	-2.6	1.2	-0.4	-4.6	2.2
CC1(C)Cc2c(c(N3CCOCC3)nc3sc4c(NCCN5CCOCC5)nnnc4c23)CS1	-35.5	-11.1	-3.1	-0.6	2.5	-3.4	-4.2	-59.9	-1.5	-10.4	-0.5
CN(C)S(=O)(=O)Oc1ccsc1C(=O)Nc1ccccc1Cl	0.5	-10.2	-1.7	-0.9	-1.4	-1.6	0.3	-1.0	-1.0	3.7	0.0
O=C(CN(Cc1ccc(F)cc1)C(=O)c1csnn1)NCc1ccccc1	1.6	1.6	-1.0	0.1	0.9	0.6	-2.0	-1.4	-1.3	-1.2	-0.2
COc1ccc(NC(=O)CC2C(=O)N(C)C(=S)N2CCc2ccc(F)cc2)cc1 (configuration not stated)	4.6	-37.3	-1.4	-0.5	-0.1	-2.9	11.8*	-3.5	-1.1	20.8*	·
Cc1ccc(C(=O)N(Cc2cccs2)C2CCS(=O)(=O)C2)cc1 (configuration not stated)	0.2	4.9	-2.2	0.4	1.4	-0.8	0.7	4.1	-1.2	-10.4	0.4
O=S(=O)(NCCS(=O)(=O)N1CCN(c2ccccc2)CC1)c1ccc(F)cc1	3.5	-6.1	-1.0	-1.2	0.8	-3.6	-2.8	-1.0	-1.2	-4.4	0.6
CCOC(=O)Nc1ccc(NS(=O)(=O)c2ccc(C)cc2)cc1	0.1	-24.1	-1.8	-1.3	-1.3	-1.4	-0.3	-3.4	-0.8	2.5	0.2
O=C(Nc1scc(-c2cccs2)c1C(=O)O)c1cccs1	-85.0	-11.2	-1.1	-0.1	1.1	4.1	-1.1	-123.8	-1.0	2.3	-0.7
COc1ccc(-n2c(=O)cc(N3CCc4ccccc43)[nH]c2=O)cc1	9.3	-3.9	2.4	0.3	-0.6	0.2	3.3	1.5	-0.9	13.7	-0.2
Cc1cc(C(=O)OCC(=O)N2CCc3ccccc32)c(C)o1	7.0	6.5	-0.5	-0.3	3.8	1.6	1.2	-0.2	-0.8	3.4	0.6
Cc1cc(Cl)ccc1NC(=S)NCc1ccc(F)cc1	-4.2	9.7	0.3	-0.2	0.3	8.5	0.9	-3.9	0.0	-2.9	2.4
CC(=O)N1CCC(C(=O)OCc2ccc(Cl)cc2)(c2ccccc2)CC1	2.9	0.0	-2.0	-0.5	-1.2	-2.7	3.6	-2.1	-1.4	4.8	0.9
O=C1c2ccccc2C(=O)N1COc1ccc(S(=O)(=O)N2CCOCC2)cc1[N+](=O)[O-]	-58.2	2.1	-0.6	-0.4	0.3	1.4	1.1	-4.9	-1.3	1.7	0.1
COc1ccc(Cl)cc1NC(=O)C1CCN(C(=O)C2CC(=O)N(c3ccc(C)cc3)C2)CC1 (configuration not stated)	2.2	-14.8	-3.4	-0.5	1.1	-0.6	0.9	-3.1	-0.9	8.3	-1.4

# Next part
SMILES	PLCg1 inh	HGIII-sPLA2 inh	hcDAF-12 act	DAX1 inh-2	FXN GAA850 act	hgDAF12 agonist	ADAM17 inh	PLCb3 inh	ssDAF-12 act	ADAM10 inh	DAX1 inh-1
O=C(CN1C(=O)NC2(CCc3ccccc32)C1=O)c1cccs1 (configuration not stated)	0.1	9.7	0.0	-0.6	-1.2	-0.5	-9.8	-7.3	-1.6	0.1	0.4
Cc1ccc2cccc(SCC(=O)Nc3ccc(F)cc3)c2n1	-7.9	10.4	-1.4	0.5	0.7	-0.6	-9.9	-16.2	-1.3	-13.7	0.0
CCCC(=O)Nc1nc(C)c(-c2csc(Nc3cc(OC)ccc3OC)n2)s1	-22.0	4.1	-1.7	0.2	-1.2	2.2	5.2	-34.6	-1.6	0.8	-1.1
COc1cccc(NC(=O)CSc2nc3c(c(=O)n2C)SC(C)C3)c1 (configuration not stated)	-0.9	-3.5	-4.0	-0.6	-1.8	-3.1	1.7	1.6	-1.4	-1.5	-0.9
CCN(CC(O)COCc1ccc(Cl)cc1)C1CCCCC1 (configuration not stated)	4.2	15.5	2.9	1.4	2.3	-1.4	-1.9	-0.1	-0.4	-6.6	-0.8

# Bioassay records: PubChem BioAssay, The Scripps Research Institute Molecular Screening Center
